Screening results (PubChem BioAssay)
hIAP inh: human IAP inhibitors, primary screen, biochemical, luminescence, uHTS. Intestinal-type alkaline phosphatase (Homo sapiens), P09923. purified IAP, CDP-Star luminescence, 30 min. inhibition, % at 10 µM. 0.12% of 330,000 active. AID 2544, 2010;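 active = inhibition reaching a set limit with compound at 10 µM in the primary screen, cut at about 35% in these data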;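 note: plate controls were DMSO wells with enzyme for no effect and no-enzyme buffer wells for full effect; values of inactives mirror those of a sister screen read the other way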
Target sequence (P09923 whole entry, looked up): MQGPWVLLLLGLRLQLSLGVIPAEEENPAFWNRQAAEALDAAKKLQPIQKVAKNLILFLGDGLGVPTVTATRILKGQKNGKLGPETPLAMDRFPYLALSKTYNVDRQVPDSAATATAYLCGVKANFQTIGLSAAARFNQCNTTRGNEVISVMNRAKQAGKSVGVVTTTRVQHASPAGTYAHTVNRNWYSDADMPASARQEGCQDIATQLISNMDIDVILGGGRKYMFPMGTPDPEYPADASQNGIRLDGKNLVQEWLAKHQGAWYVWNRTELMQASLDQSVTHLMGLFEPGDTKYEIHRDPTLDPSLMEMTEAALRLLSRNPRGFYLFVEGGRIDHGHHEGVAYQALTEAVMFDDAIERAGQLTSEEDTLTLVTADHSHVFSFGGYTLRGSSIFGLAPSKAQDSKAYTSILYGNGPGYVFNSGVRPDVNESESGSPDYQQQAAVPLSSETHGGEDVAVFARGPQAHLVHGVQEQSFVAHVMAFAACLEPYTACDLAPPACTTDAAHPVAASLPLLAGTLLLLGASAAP
hIAP activ: human IAP activators, primary screen, biochemical, luminescence, uHTS. activation factor at 10 µM. AID 2524, 2010. Intestinal-type alkaline phosphatase (Homo sapiens), P09923. purified human IAP, CDP-Star luminescence, 30 min; active compounds read high; 1 = vehicle-only enzyme, 0 = enzyme-free background. 0.16% of 330,000 active;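 active = activation factor of the enzyme at least 2-fold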; note: the source names both 10 and 20 µM as test concentration; values of inactives mirror those of a sister screen read the other way
NR3A LBD binder: binders of NR3A ligand-binding domain, primary screen, biophysical, differential scanning fluorimetry, uHTS. Glutamate receptor ionotropic, NMDA 3A (GRIN3A) ligand-binding domain. Tm shift relative to glycine control, % at 25 µM. 2.5% of 340,000 active. NR3A LBD differential scanning fluorimetry, Tm shift; 0% = protein alone, 100% = glycine-bound protein;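 active = melting temperature shift of at least 10% of the positive control shift, at one fixed dose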
MPTP block: mitochondrial permeability transition pore inhibitors, primary screen, biochemical, isolated mouse mitochondria, absorbance. 1.4% of 360,000 active. inhibition, % at 10 µM. AID 602449, 2012. Ca2+ swelling absorbance, 30 min;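 active = inhibition of 50% or more, scaled per plate between neutral and stimulator controls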;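 note: 0% = DMSO wells given calcium and 100% = 1 mM EGTA wells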
APOBEC3G inh: APOBEC3G DNA deaminase inhibitors, primary screen, biochemical, fluorescence, single-stranded DNA substrate, uHTS. recombinant A3G, ssDNA deamination FAM/TAMRA fluorescence. inhibition, % at 20 µM. 0.28% of 330,000 active. AID 493012, 2011;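 active = inhibition of at least 40% at 20 µM, with no more than 30% in the related APOBEC3A deaminase screen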;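 note: plate controls were DMSO wells with A3G for no effect and wells lacking A3G enzyme for full effect; some compounds called inactive have numbers as strong as hits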
mIAP act: activators of mouse IAP, primary screen, biochemical, luminescence, uHTS; 0.24% of 330,000 active; activation factor at 10 µM; muIAP, CDP-Star luminescence, 30 min; active compounds read high; 1 = vehicle-only enzyme signal, 0 = enzyme-free wells; intestinal alkaline phosphatase [Mus musculus];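 active = activation factor of at least 2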; note: the source names both 10 and 20 µM as test concentration; values of inactives mirror those of a sister screen read the other way
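Assay system: mouse IAP enzyme / Compound: DMSO-dissolved test compounds / Timing: 30 min, room temperature / Measured by: luminescence from enzymatic CDP-Star hydrolysis / Control set: DMSO-only wells, enzyme-free buffer wells as negative control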
A3A deaminase: APOBEC3A ssDNA deaminase inhibitors, primary screen, selectivity assay for APOBEC3G inhibitor project, biochemical, FAM/TAMRA oligo cleavage fluorescence | DNA dC->dU-editing enzyme APOBEC-3A (Homo sapiens), P31941 | recombinant A3A, FAM/TAMRA ssDNA deamination fluorescence | inhibition, % at 20 µM | 0.41% of 330,000 active | AID 493011, 2011;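 active = at least 40% inhibition at 20 µM here, with at most 30% in a related deaminase screen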;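 note: plate controls were A3A with DMSO for no effect and wells lacking A3A enzyme for full effect; some results filed as inactive read as strong as hits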
Target sequence (P31941 whole entry, looked up): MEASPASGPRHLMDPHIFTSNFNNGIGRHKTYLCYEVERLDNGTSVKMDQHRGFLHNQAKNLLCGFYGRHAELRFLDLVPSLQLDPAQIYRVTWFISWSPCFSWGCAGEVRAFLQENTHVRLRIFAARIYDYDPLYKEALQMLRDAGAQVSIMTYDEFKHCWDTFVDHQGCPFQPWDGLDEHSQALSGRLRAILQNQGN
mIAP inh: inhibitors of mouse IAP, primary screen, biochemical, luminescence, uHTS. purified mouse IAP, CDP-Star luminescence, 30 min. inhibition, % at 10 µM. 0.2% of 330,000 active;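 active = inhibition of at least 40% at 10 µM in the primary screen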;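 note: plate controls were DMSO with enzyme for no effect and no enzyme wells for full effect; values of inactives mirror those of a sister screen read the other way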
beta cell repl: inducers of MIN6 beta-cell proliferation, primary screen, ATP luminescence, uHTS. proliferation, % at 10 µM. 0.29% of 330,000 active. MIN6 cells proliferation, ATPlite luminescence, 48 h; cells starved in 0.2% serum; 100% = growth in 10% serum;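 active = compounds whose signal lies at least 3.5 SD above the mean of all wells on their plate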;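 note: 0% = DMSO-treated cells in low-serum medium and 100% = 10% serum control; some compounds called inactive have numbers as strong as hits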
Numbers without * were called inactive; . = no result given. These rows are one share of the data, so the mix of outcomes need not match the whole.

Each structure is followed by: hIAP inh, hIAP activ, NR3A LBD binder, MPTP block, APOBEC3G inh, mIAP act, A3A deaminase, mIAP inh, beta cell repl
Cc1ccc(-n2c(O)c(C=NCCCn3ccnc3)c(=O)[nH]c2=O)cc1
 : -3.1, 1.03, 0.0, 2.5, -1.5, 0.957, -2.1, 4.3, -0.3
O=[N+]([O-])c1ccc(N2CCNCC2)cc1NCC1CCCO1 (stereo not drawn)
 : -2.7, 1.03, 4.7, 1.6, -1.7, 0.885, -0.1, 11.5, -2.7
COc1ccc(CC2c3cc(OC)c(OC)cc3CCN2C)cc1O (stereo not drawn)
 : 3.3, 0.967, -1.0, -0.7, -5.1, 0.956, 0.1, 4.4, -1.4
O=C(c1ccc(N2CC3CC(C2)c2cccc(=O)n2C3)c([N+](=O)[O-])c1)N1CCCC1 (stereo not drawn)
 : 12.3, 0.877, -2.7, 4.5, -1.2, 0.968, 1.3, 3.2, -3.2
O=C(CN1CCCC1=O)NCCc1ccccc1
 : 2.4, 0.976, -0.9, -0.5, -3.3, 0.962, -3.3, 3.8, 2.3
CC(=O)OC1(c2ccc(C)cc2)CN2CCC1c1ccccc12 (stereo not drawn)
 : -9.3, 1.09, -0.2, -5.1, -3.7, 0.996, -1.2, 0.4, -2.0
Cc1[nH]c2ccc(OC(F)(F)F)cc2c1CCNCc1ccc(Cl)cc1
 : -9.3, 1.09, -2.0, 1.7, -1.0, 0.924, -1.6, 7.6, -7.1
CCCCn1c(N)c(C(=O)OCC2CCCO2)c2nc3ccccc3nc21 (stereo not drawn)
 : -10.0, 1.1, 1.4, -0.9, -2.9, 1.02, 6.7, -1.8, -2.0
C=CCN1C(=O)/C(=C\c2ccc(N3CCOCC3)o2)C(=O)NC1=S
 : 12.2, 0.878, 0.2, 1.5, -0.1, 0.832, 6.2, 16.8, 1.2
O=C1/C(=C\c2ccc(Cl)c(Cl)c2)N2CCC1CC2
 : -1.8, 1.02, 0.5, 0.1, -2.0, 1.07, -5.5, -7.0, -3.4

Additional entries:
Each structure is followed by: hIAP inh, hIAP activ, NR3A LBD binder, MPTP block, APOBEC3G inh, mIAP act, A3A deaminase, mIAP inh, beta cell repl
O=C(NCC(c1cccnc1)N1CCOCC1)Oc1ccccc1 (stereo not drawn)
 : 2.3, 0.977, 5.3, 0.9, 4.7, 1.1, 4.1, -9.7, 1.5
CCCCCn1c(=O)c(C(=O)Nc2ccccc2Cl)c(O)c2ccccc21
 : -2.8, 1.03, -1.2, 3.5, -0.3, 0.993, 0.3, 0.7, -0.9
Cc1cc(C)cc(N2C(=O)NC(=O)/C(=C/c3cccn3-c3ccc(Cl)cc3)C2=O)c1
 : 8.5, 0.915, 0.4, 7.3, 2.6, 0.844, -0.5, 15.6, -6.0
COc1ccc(CN2CCN(C(=O)COc3ccc4ccccc4c3)CC2)c(OC)c1
 : -32.8, 1.33, -1.4, 0.0, 0.2, 1.03, -5.5, -3.2, -6.1
C/C(=N\NC(=O)c1ccccc1)c1c(O)n(C2CCCCC2)c(=O)[nH]c1=O
 : -22.6, 1.23, -4.7, -1.1, -2.7, 0.983, -2.9, 1.7, -1.6
CCOC(=O)C1(c2ccccc2)CCN(CC(=O)Nc2cccc3ccccc23)CC1
 : 6.5, 0.935, -5.4, 13.9, -5.3, 0.956, -1.1, 4.4, 0.0
COc1cccc(CC(=O)N2CCN(Cc3cccc(Cl)c3)CC2)c1
 : 13.9, 0.861, -1.8, -0.7, -5.9, 0.932, 1.8, 6.8, 0.0
Cc1ccc(NC2=NCCCS2)cc1Cl
 : 8.8, 0.912, 1.2, -0.3, -12.2, 0.956, -5.3, 4.4, -3.5
O=C1C=Cc2ccccc2C1=O
 : 5.8, 0.942, ., ., 19.7, 0.872, 3.7, 12.8, -7.7
N#Cc1ccccc1NC(=O)CN1CC=C(c2ccccc2)CC1
 : 10.0, 0.9, 1.4, 1.7, -4.0, 0.946, -1.4, 5.4, -1.6

More results:
Each structure is followed by: hIAP inh, hIAP activ, NR3A LBD binder, MPTP block, APOBEC3G inh, mIAP act, A3A deaminase, mIAP inh, beta cell repl
Cc1nc2ccccc2c(=O)n1-c1ccccc1[N+](=O)[O-]
 : -9.7, 1.1, -0.3, 2.6, -3.1, 0.978, -0.4, 2.2, -1.3
CN1CCN(/N=C/c2c(O)n(C)c(=O)n(C)c2=O)CC1
 : 5.4, 0.946, 1.3, 0.0, -3.7, 0.926, -3.3, 7.4, -2.5
Cc1c(C(=O)N2CCC3(CC2)OCCO3)oc2ccc(S(=O)(=O)N3CCOCC3)cc12
 : 3.2, 0.968, 1.5, 1.4, -6.6, 0.961, -4.7, 3.9, -3.1
C=Cn1ccnc1P(O)(=S)c1nc(C)c(CCOC(C)=O)s1 (stereo not drawn)
 : -3.7, 1.04, -1.1, -2.6, -2.9, 1.02, 1.4, -2.1, 0.9
COc1ccc(Cc2c(O)[nH]c(=S)[nH]c2=O)cc1
 : 12.1, 0.879, 0.3, -1.5, -4.6, 0.906, -8.4, 9.4, -3.0
CCC(C)n1c(O)c(C=NCCc2ccccc2)c(=O)[nH]c1=S (stereo not drawn)
 : -23.9, 1.24, -0.1, 1.1, -2.6, 1, -2.2, -0.5, -1.2
CCN1CCC2(CC1)NC(CO)(CO)CO2
 : -3.3, 1.03, 0.8, -1.5, 1.1, 1.08, 2.0, -8.3, 0.7
N#CCCn1cc(C(=O)Nc2ccccc2Cl)c(-c2ccc(F)cc2)n1
 : -10.6, 1.11, 3.9, 1.2, -1.6, 1, -6.2, -0.4, -4.4
CCCCC(=O)N/N=C/c1c(O)n(Cc2ccco2)c(=O)[nH]c1=O
 : -57.4, 1.57, -4.1, 0.1, 7.8, 0.711, 15.0, 28.9, -2.1
CC(=O)OC1(c2ccccc2)CCN(C2CCCCC2)CC1C (stereo not drawn)
 : 11.0, 0.89, -1.0, -0.1, 2.2, 0.892, -1.9, 10.8, 5.7

Three entries from above, in CSV form:
structure,hIAP inh,hIAP activ,NR3A LBD binder,MPTP block,APOBEC3G inh,mIAP act,A3A deaminase,mIAP inh,beta cell repl
CC(=O)OC1(c2ccc(C)cc2)CN2CCC1c1ccccc12 (stereo not drawn),-9.3,1.09,-0.2,-5.1,-3.7,0.996,-1.2,0.4,-2.0
Cc1[nH]c2ccc(OC(F)(F)F)cc2c1CCNCc1ccc(Cl)cc1,-9.3,1.09,-2.0,1.7,-1.0,0.924,-1.6,7.6,-7.1
CCCCn1c(N)c(C(=O)OCC2CCCO2)c2nc3ccccc3nc21 (stereo not drawn),-10.0,1.1,1.4,-0.9,-2.9,1.02,6.7,-1.8,-2.0

Continuation.
Each structure is followed by: hIAP inh, hIAP activ, NR3A LBD binder, MPTP block, APOBEC3G inh, mIAP act, A3A deaminase, mIAP inh, beta cell repl
Fc1ccc(CNC2CN3CCC2CC3)cc1 (stereo not drawn)
 : -4.4, 1.04, -1.4, -1.0, -0.5, 1.01, 4.0, -1.1, -1.6
COc1ccc(CN2C(=O)NC(=O)/C(=C\c3cccc(OC)c3OC)C2=O)cc1
 : -20.8, 1.21, -4.9, 2.0, -6.2, 1, -0.7, -0.1, -1.2
Cc1ccc(N2C(=O)CC(=O)NC2=O)c(C)c1
 : -17.4, 1.17, 2.4, -0.5, -8.3, 0.944, -6.0, 5.6, 0.7
CCN(CC)CCCN=Cc1c(O)n(-c2ccccc2F)c(=O)[nH]c1=O
 : -8.2, 1.08, 0.8, -7.0, -4.7, 1.02, 0.2, -2.0, -1.6
Cn1c(O)c(C(=Nc2ccc(F)cc2)c2ccccc2Cl)c(=O)n(C)c1=O
 : -12.9, 1.13, -3.5, 3.7, -11.2, 1.06, -3.6, -5.7, -0.9
COC(=O)C1=C(c2ccc(OCc3ccccc3)cc2)C[C@@H]2CC[C@H]1N2C(=O)NCc1ccccc1
 : 2.6, 0.974, -2.2, 0.0, -9.1, 1.12, -3.3, -12.1, -7.3
COC(=O)C(NC(=S)N1CC2C[C@@H](C1)Cn1c2cccc1=O)C(C)C (stereo partly drawn)
 : -19.5, 1.2, -1.0, 0.1, -10.6, 0.987, -7.5, 1.3, 1.8
O=c1[nH]c(=O)n(C2CCCCC2)c(O)c1C=Nc1ccc(N2CCOCC2)cc1
 : -12.6, 1.13, -5.2, 0.7, -3.6, 1.07, -3.7, -7.3, -4.6
Cc1c(C(c2ccc(Br)cc2)c2c(O)c3ccccc3oc2=O)c(=O)n(-c2ccccc2)n1C (stereo not drawn)
 : -4.6, 1.05, -0.4, 0.2, -2.7, 0.963, 6.1, 3.7, -0.5
COC(=O)C1=C(c2ccc(-c3ccccc3)c(F)c2)C[C@@H]2CC[C@H]1N2C(=O)NC1Cc2ccccc2C1
 : 2.1, 0.979, -1.0, 0.5, -10.7, 1.15, -1.0, -14.6, -6.8

Further entries:
Each structure is followed by: hIAP inh, hIAP activ, NR3A LBD binder, MPTP block, APOBEC3G inh, mIAP act, A3A deaminase, mIAP inh, beta cell repl
O=C(OCC(=O)c1ccc([N+](=O)[O-])cc1)/C(=C\c1ccc(Cl)cc1)NC(=O)c1ccccc1
 : -26.0, 1.26, -1.6, 4.7, 3.4, 1.05, -2.7, -4.9, -2.0
CCCCC/C(=N/O)c1c(C)[nH]c2ccccc12
 : 6.5, 0.935, -9.8, 3.5, -9.7, 0.869, -1.6, 13.1, -1.6
COc1ccc2c(c1OC)C(=O)OC2c1c(O)n(Cc2ccc(F)cc2)c(=O)[nH]c1=O (stereo not drawn)
 : -10.4, 1.1, 12.1*, -1.5, -0.9, 0.981, -2.5, 1.9, 0.8
CC(OC(=O)c1cn(C)c2ccccc12)C(=O)N1CCCC1 (stereo not drawn)
 : 14.0, 0.86, 1.2, -0.8, -0.4, 0.946, 1.8, 5.4, 0.1
O=c1[nH]c(O)c(Cc2ccc3c(c2)OCO3)c(=O)[nH]1
 : 8.1, 0.919, 0.9, 2.0, -5.5, 0.949, 2.1, 5.1, -0.8
Cc1ccccc1NC(=O)NCCN1CC1
 : -22.8, 1.23, -0.9, -0.9, -2.9, 1.24, -0.7, -23.8, -1.3
COc1ccc(-c2nn(CCC#N)cc2C(=O)O)cc1
 : -2.3, 1.02, 0.5, -0.7, -4.3, 0.927, -2.6, 7.3, 0.2
CCC(=NCCO)c1c(O)n(-c2ccc(Cl)cc2)c(=O)[nH]c1=O
 : 5.6, 0.944, 1.6, 0.8, -5.2, 0.988, -4.9, 1.2, 2.7
Cc1ccc(N(C)C(=O)Oc2cccc3ccc(C)nc23)cc1
 : -1.2, 1.01, 0.1, 0.5, -0.6, 1.04, -0.7, -4.2, 0.3
